Screens as filed in PubChem BioAssay.
MPTP block – inhibitors of mitochondrial permeability transition pore; isolated mouse mitochondria, Ca2+ swelling absorbance, 30 min; inhibition, % at 10 µM; 360,000 compounds, 1.4% hits;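 active = inhibition of 50% or more, scaled per plate between neutral and stimulator controls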;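 also: 0% = DMSO wells given calcium and 100% = 1 mM EGTA wells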
ATG4B inhibitor – blocks human ATG4B protease cleavage of LC3 substrate; Q9Y4P1; ATG4B cleavage of LC3-PLA2, NBD-HPC fluorescence, 1 h; inhibition, % at 8.33 µM; 340,000 compounds, 0.51% hits; AID 504462; in the data active = inhibition above about 40%
Target sequence (Q9Y4P1 whole entry, looked up): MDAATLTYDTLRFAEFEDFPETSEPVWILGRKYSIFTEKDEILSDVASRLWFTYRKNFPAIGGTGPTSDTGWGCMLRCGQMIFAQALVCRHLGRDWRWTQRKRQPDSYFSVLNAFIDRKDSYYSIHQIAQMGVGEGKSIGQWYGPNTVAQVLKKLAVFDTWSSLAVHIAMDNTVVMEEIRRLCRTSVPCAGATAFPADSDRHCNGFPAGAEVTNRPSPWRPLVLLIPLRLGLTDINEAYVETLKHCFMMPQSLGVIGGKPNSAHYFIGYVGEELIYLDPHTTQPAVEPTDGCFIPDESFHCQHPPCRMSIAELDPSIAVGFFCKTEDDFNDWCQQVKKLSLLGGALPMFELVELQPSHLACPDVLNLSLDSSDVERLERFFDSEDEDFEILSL
hIAP activ – increases human intestinal alkaline phosphatase activity; P09923; purified human IAP, CDP-Star luminescence, 30 min; hits give high values; 1 = vehicle-only enzyme, 0 = enzyme-free background; activation factor at 10 µM; 330,000 compounds, 0.16% hits; AID 2524;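 active = activation factor of the enzyme at least 2-fold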; also: the source names both 10 and 20 µM as test concentration; values of inactives mirror those of a sister screen read the other way
PfG6PD inh – PfG6PD (Plasmodium falciparum) enzyme inhibition; AID 504690; PfGluPho enzyme, NADPH resazurin-diaphorase fluorescence; 350,000 compounds, 0.78% hits; inhibition, % at 20 µM;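 active = inhibition reaching at least a set limit at 20 µM in the primary screen, cut at about 59% in these data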;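 also: 0% = DMSO wells with substrate and 100% = DMSO wells lacking glucose-6-phosphate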
SENP8 block – inhibitors of human SENP8 protease | recombinant SENP8, Nedd8 substrate fluorescence | inhibition, % at 20 µM | 360,000 compounds, 0.64% hits | AID 602440; in the data active = inhibition mostly above about 40%, no sharp cut-off; inactive = mostly below about 27%
Target sequence (Q96LD8 whole entry, looked up): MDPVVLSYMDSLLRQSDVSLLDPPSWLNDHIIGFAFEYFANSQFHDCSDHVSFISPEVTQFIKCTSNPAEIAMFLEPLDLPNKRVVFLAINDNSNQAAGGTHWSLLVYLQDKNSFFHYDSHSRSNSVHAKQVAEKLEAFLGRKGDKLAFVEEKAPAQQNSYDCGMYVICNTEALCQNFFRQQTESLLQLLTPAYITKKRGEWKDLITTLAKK
NR3A LBD binder – modulates the human NR3A ligand-binding domain | NR3A LBD differential scanning fluorimetry, Tm shift; 0% = protein alone, 100% = glycine-bound protein | Tm shift relative to glycine control, % at 25 µM | 340,000 compounds, 2.5% hits;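 active = melting temperature shift of at least 10% of the positive control shift, at one fixed dose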
SENP6 inh – inhibitors of human SENP6 protease; Q9GZR1; Recombinant SENP6 catalytic domain, aminoluciferin luminescence; inhibition, % at 10 µM; 330,000 compounds, 1.8% hits;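 active = inhibition above about 50% at the single tested dose, limit read from the data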;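 also: plate controls were DMSO wells with enzyme for no effect and DMSO wells lacking enzyme for full effect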
SENP1 FRET inh – blocks the human SENP1 SUMO protease catalytic domain; AID 624204; recombinant SENP1 catalytic domain, CyPet-SUMO1-YPet FRET cleavage; inhibition, % at 10 µM; Q9P0U3; 360,000 compounds, 0.21% hits;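 active = inhibition at least 30% at 10 µM, raw YFP signal under a set limit, fluorescence ratio 0.5 to 1.5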;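 also: 0% = enzyme with DMSO and 100% = no enzyme wells; some results filed as inactive read as strong as hits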
Target sequence (Q9P0U3 419-644 limits assumed): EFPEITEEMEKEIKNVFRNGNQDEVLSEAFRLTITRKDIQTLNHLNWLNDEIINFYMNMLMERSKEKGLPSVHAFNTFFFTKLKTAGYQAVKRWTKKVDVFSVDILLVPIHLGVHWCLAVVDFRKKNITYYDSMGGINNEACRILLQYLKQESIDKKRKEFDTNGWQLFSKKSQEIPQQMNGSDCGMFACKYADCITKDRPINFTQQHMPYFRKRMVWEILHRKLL
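Test system: recombinant human SENP1 catalytic domain, His6-tagged / Medium: pH 8 Tris buffer with EDTA, NaCl, BME, BSA, NP40, catalase / Also added: SUMO1 FRET substrate flanked by Cypet and Ypet, 25 nM / Times: 50 min reaction at room temperature / Signal: FRET, CFP and YFP emission / Control set: no-enzyme low control and enzyme-plus-DMSO high control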
The depositor's hits bear a star; i = inactive; · = not tested or not shown.

The opening 4 records, ahead of the listing:
SMILES	MPTP block	ATG4B inhibitor	hIAP activ	PfG6PD inh	SENP8 block	NR3A LBD binder	SENP6 inh	SENP1 FRET inh
O=C(CN(C(=O)CNC(=O)c1ccco1)c1ccc2c(c1)OCO2)NC1CCCCC1	1.1	0	1.1	-21	21	-3	-8	0
COc1cc2c(c3ccccc13)CCCC2=O	-0.3	-3	·	10	-483	-4	·	-6
COc1ccccc1NC(=O)N1CCCC(c2nc3c(nnn3Cc3ccc(C)cc3)c(=O)[nH]2)C1 (configuration not stated)	-1.4	-5	0.91	-4	12	-1	-11	1
CCOC(=O)C1=NN(c2ccc(Cl)cc2)C(c2ccccc2)CC1=O (configuration not stated)	2.6	-15	0.89	8	14	-2	-12	2

This part in full, from the first entry:
SMILES	MPTP block	ATG4B inhibitor	hIAP activ	PfG6PD inh	SENP8 block	NR3A LBD binder	SENP6 inh	SENP1 FRET inh
O=C(CN(C(=O)CNC(=O)c1ccco1)c1ccc2c(c1)OCO2)NC1CCCCC1	1.1	0	1.1	-21	21	-3	-8	0
COc1cc2c(c3ccccc13)CCCC2=O	-0.3	-3	·	10	-483	-4	·	-6
COc1ccccc1NC(=O)N1CCCC(c2nc3c(nnn3Cc3ccc(C)cc3)c(=O)[nH]2)C1 (configuration not stated)	-1.4	-5	0.91	-4	12	-1	-11	1
CCOC(=O)C1=NN(c2ccc(Cl)cc2)C(c2ccccc2)CC1=O (configuration not stated)	2.6	-15	0.89	8	14	-2	-12	2
c1ccc(CN2CN=C(Nc3nc4ccccc4s3)NC2)cc1	-2.7	0	0.96	-5	16	0	-3	3
O=C(CN(Cc1ccccc1)C(=O)CSc1nnc(COc2ccccc2)o1)NC1CCCC1	0.3	-8	0.92	3	33	4	-13	1
Cc1ccc(C(=O)CSc2nc(C)cc(C)c2C(N)=O)cc1	-0.9	-2	0.93	-6	3	0	-26	-2
COc1ccc(CNC(=O)CC23CC4CC(CC(C4)C2)C3)cc1OC	3.9	-9	1	12	3	0	-4	0
Cc1ccccc1OCCC(=O)Nc1cccc(S(=O)(=O)Nc2ccccc2Cl)c1	77*	-6	1.1	-16	11	15*	0	2
Cn1c(C(=O)N[C@@H](Cc2ccccc2)C(=O)O)cc2cc(Cl)ccc21	0.3	-3	1	-10	0	1	-4	20
OC(CC#CCN1CCCCC1)(c1ccccc1)c1ccccc1	0.8	5	1.1	-13	23	-3	-15	1
CC(=O)Oc1ccc(N(C(C)=O)S(=O)(=O)c2ccc(C)c([N+](=O)[O-])c2)cc1	0.8	-8	0.95	9	3	-4	-10	1
Cc1cc(=O)oc(C)c1C(=O)NC1CCCCCCC1	-0.1	-2	1.1	-16	17	-9	2	-1
O=C(NC(=S)NCCC1=CCCCC1)c1ccccc1Br	1.0	32	1	25	4	-9	15	-6
S=c1[nH]ncn1NCc1cccc(Br)c1	2.4	-1	1.2	22	37	1	-9	1
COc1ccccc1N(C)S(=O)(=O)c1ccc(C(=O)NC2CCCCCC2)cc1	4.2	0	1.1	-12	14	0	-13	2
Cc1cc(-c2nnc(-c3ccccc3)c(-c3ccccc3)n2)c(C)o1	2.0	13	0.94	8	-36	-1	0	22
Cc1ccccc1N1C(=O)c2ccccc2NC1c1ccncc1 (configuration not stated)	1.3	4	1	-10	-365	0	5	0
COc1ccc(NC(=O)/C(=C\c2ccc(OS(=O)(=O)c3ccc(C)cc3)cc2)NC(=O)c2ccccc2)cc1	1.5	-5	1.1	-12	22	-1	-12	2
CCOC(=O)CN1CCC(c2cc(-c3ccc(Cl)cc3)n[nH]2)CC1	-0.1	-3	0.98	-8	31	0	-14	0
CC1CCCCN1C(=O)N[C@@H](Cc1ccccc1)C(=O)O (some centres not stated)	-0.2	4	0.93	-13	9	-2	-11	0
Cc1noc(/C=C/N(C)C)c1S(=O)(=O)N(C)CC(=O)NC1CCCCC1	-3.2	5	1.3	-2	24	-1	-10	-3
O=C(CCc1ccccc1)Nc1ccc(N2CCCCC2)cc1	0.0	4	1	6	17	-3	-21	0
O=C(Nc1cccnc1)C1CCC(CNS(=O)(=O)c2cccc3nsnc23)CC1 (configuration not stated)	3.1	-3	1.1	-9	30	-3	12	-1
CN(C(=O)c1ccc(NC(=O)Cc2ccc(NC(=O)C3CCCN(C(=O)c4ccccc4)C3)cc2)cc1)C1CCCC1 (configuration not stated)	-1.4	-9	·	-18	7	-4	·	1

Record cards, from the list above. Screens in order: MPTP block, ATG4B inhibitor, hIAP activ, PfG6PD inh, SENP8 block, NR3A LBD binder, SENP6 inh, SENP1 FRET inh
CCOC(=O)C1=NN(c2ccc(Cl)cc2)C(c2ccccc2)CC1=O (configuration not stated) is entered as 2.6, -15, 0.89, 8, 14, -2, -12, 2
O=C(CCc1ccccc1)Nc1ccc(N2CCCCC2)cc1 is entered as 0.0, 4, 1, 6, 17, -3, -21, 0

Other records follow.
SMILES	MPTP block	ATG4B inhibitor	hIAP activ	PfG6PD inh	SENP8 block	NR3A LBD binder	SENP6 inh	SENP1 FRET inh
CC(C)NC(=O)N(C)C[C@H]1Oc2c(NC(=O)C3CCCCC3)cccc2C(=O)N([C@H](C)CO)C[C@@H]1C	2.1	-6	1	-1	13	-2	-5	2
Cc1nc(SCC(=O)Nn2c(-c3ccccc3)nc3ccccc3c2=O)n[nH]1	-1.5	-7	0.95	-11	10	0	2	-1
CCOC(=O)C1CCCN(c2nc3ccccc3nc2C(C#N)C(=O)OCCOC)C1 (configuration not stated)	-1.3	-7	1.1	22	4	-5	-6	-21
CC1(C)Cc2ccccc2-c2nnc(SCC(=O)Nc3ccc4c(c3)OCO4)n21	15	5	1.1	-2	14	-2	-1	0
CCN(CC)S(=O)(=O)c1cccc(C(=O)N[C@H](C(=O)OCC(=O)Nc2ccccc2)C(C)C)c1	-6.3	-12	0.84	9	30	-9	-5	1
CC(Oc1ccc(Cl)cc1Cl)C(=O)Nc1ccc2oc(-c3ccncc3)nc2c1 (configuration not stated)	74*	-15	0.91	-8	-276	-2	13	-2
Cc1ccc([N+](=O)[O-])cc1S(=O)(=O)N1CCN(C)CC1	0.4	-10	0.95	-5	13	3	-2	3
COc1ccc(O/C(=N\S(=O)(=O)c2ccccc2)c2ccccc2)cc1	-0.2	7	0.99	-12	12	0	3	3
CCC1CCCCN1C(=O)CSc1nnc(-c2ccc3c(c2)OCCO3)o1 (configuration not stated)	2.7	-13	0.9	-1	7	-5	8	6
Cc1ccc(SCC(=O)Nc2cc([N+](=O)[O-])ccc2O)cc1	102*	4	0.73	-17	38	1	-16	1
COc1ccc([C@H]2CC(=O)C=C(c3ccc4ccn(C)c4c3)C2)cc1	0.1	9	1.1	10	-43	-14	-12	1
COc1ccccc1CNC(=O)C1CCCN(S(=O)(=O)c2cnc[nH]2)C1 (configuration not stated)	-0.1	-3	0.88	3	6	-1	6	2
Cc1ccc(S(=O)(=O)N2CCCCC2)cc1NC(=O)Cc1cccs1	-0.1	-9	1	-4	-7	0	-8	-25
CCOc1ccc(-c2nnc(-c3snc(-c4ccc(F)cc4)c3N=CN(C)C)o2)cc1	5.9	3	1	-1	i	1	-8	-22
COc1ccc(F)cc1S(=O)(=O)Nc1cc2c3c(c1)CCN3C(=O)CC2	-0.1	-2	0.99	-1	1	1	-2	0
COc1ccc(NCC(=O)N/N=C/c2c(C)nn(Cc3ccccc3)c2Cl)cc1	0.7	-13	1.1	5	26	-5	12	1
COc1cc(Nc2cc(C)nc3ncnn23)cc(OC)c1OC	-1.1	3	0.98	-3	22	-2	-16	1
CCc1nnc(NC(=O)C2CCCN(c3nc4ccccc4s3)C2)s1 (configuration not stated)	-0.1	4	1.1	25	17	1	-9	0
COc1ccccc1/C=C/CN1CCCC(CO)(Cc2cccc(Cl)c2)C1 (configuration not stated)	15	-10	0.85	-3	11	-3	8	-2
O=C1c2ccccc2C(=O)N1CCCON1C(=O)c2ccccc2C1=O	1.5	-7	1.3	2	6	-1	0	-2
Cc1cccc(NC(=O)CN(C)C(=O)C2CCCC2)c1C	-1.2	2	1.1	-3	12	0	5	4
CN(c1ccc(OCC(=O)OCC(=O)Nc2ccc(OC(F)F)cc2)cc1)S(=O)(=O)c1cccs1	-2.8	-23	0.94	4	2	3	-7	1
CCC(C)(C)C1CCc2[nH]nc(C(=O)NCCN3CCOCC3)c2C1 (configuration not stated)	1.3	-6	1.3	8	15	0	7	2
NC(=O)C1(N2CCCCC2)CCN(C(=S)Nc2cccc(Cl)c2)CC1	-12	-4	1.2	3	7	-1	-8	2
CCOC(=O)N1C(=O)NC(=O)C1c1ccccc1 (configuration not stated)	-0.4	-2	·	5	6	-4	·	2

The list goes on.
SMILES	MPTP block	ATG4B inhibitor	hIAP activ	PfG6PD inh	SENP8 block	NR3A LBD binder	SENP6 inh	SENP1 FRET inh
CCn1c(=S)[nH]c2cc(S(=O)(=O)N3CCOCC3)ccc21	-0.1	-7	1	42	4	3	-5	-3
COc1ccc(C2C(=O)c3ccccc3C2=O)c(OC)c1	0.1	-3	1.2	-3	-23	-1	-8	-11
COc1ccc(CCNC(=O)C2CCN(c3nn4c(=O)cc(C)nc4s3)CC2)cc1OC	-0.4	-7	0.97	6	6	0	-5	-2
O=C1NC(=O)/C(=C/c2cccc(O)c2)N1	-0.5	2	·	-6	-2	-5	·	-5
Cc1ccccc1N1C(S)=C(C#N)C(=O)NC12CCCCC2	0.7	-15	0.96	15	7	-9	-1	4
CC(=O)C1=C(C)OC(N)=C(C#N)C1c1cc2cccc(C)c2nc1Cl (configuration not stated)	-0.1	-10	0.92	-5	6	-2	0	-2
Cc1nc(NCCN2CCOCC2)c2nnn(Cc3c(F)cccc3Cl)c2n1	-0.6	6	0.88	-5	5	2	-36	-2
Cc1nn(C)c(Oc2ccccc2)c1CCNC(=O)CCl	1.1	0	0.93	6	6	0	-14	2
CCN1CCN(C(=O)c2ccc3c(c2)N(Cc2ccccc2F)C(=O)c2ccccc2S3(=O)=O)CC1	-1.5	-4	1.4	-7	8	0	9	3
CCCc1nn2c(=O)cc(CSCC(=O)Nc3ccc(OC)cc3)nc2s1	-1.7	-2	1.3	0	-3	-2	-11	2
